# L3MBTL1 block = qHTS Assay for the Inhibitors of L3MBTL1. Lethal(3)malignant brain tumor-like protein 1 (Homo sapiens), Q9Y468. AlphaScreen L3MBTL1–H3K9me1 peptide binding. Potency, µM (highest dose often 57.1 µM), inactives show at the top dose activity, negative = inhibition, most hits filed as inhibitors. hit rate 0.66% among 230,000. AID 485360, 2010; note: % is set by controls: 0 for no effect and ±100 for the full control effect; nearly all actives have a fitted effect of over 60% in size
# Target sequence (Q9Y468 whole entry, looked up): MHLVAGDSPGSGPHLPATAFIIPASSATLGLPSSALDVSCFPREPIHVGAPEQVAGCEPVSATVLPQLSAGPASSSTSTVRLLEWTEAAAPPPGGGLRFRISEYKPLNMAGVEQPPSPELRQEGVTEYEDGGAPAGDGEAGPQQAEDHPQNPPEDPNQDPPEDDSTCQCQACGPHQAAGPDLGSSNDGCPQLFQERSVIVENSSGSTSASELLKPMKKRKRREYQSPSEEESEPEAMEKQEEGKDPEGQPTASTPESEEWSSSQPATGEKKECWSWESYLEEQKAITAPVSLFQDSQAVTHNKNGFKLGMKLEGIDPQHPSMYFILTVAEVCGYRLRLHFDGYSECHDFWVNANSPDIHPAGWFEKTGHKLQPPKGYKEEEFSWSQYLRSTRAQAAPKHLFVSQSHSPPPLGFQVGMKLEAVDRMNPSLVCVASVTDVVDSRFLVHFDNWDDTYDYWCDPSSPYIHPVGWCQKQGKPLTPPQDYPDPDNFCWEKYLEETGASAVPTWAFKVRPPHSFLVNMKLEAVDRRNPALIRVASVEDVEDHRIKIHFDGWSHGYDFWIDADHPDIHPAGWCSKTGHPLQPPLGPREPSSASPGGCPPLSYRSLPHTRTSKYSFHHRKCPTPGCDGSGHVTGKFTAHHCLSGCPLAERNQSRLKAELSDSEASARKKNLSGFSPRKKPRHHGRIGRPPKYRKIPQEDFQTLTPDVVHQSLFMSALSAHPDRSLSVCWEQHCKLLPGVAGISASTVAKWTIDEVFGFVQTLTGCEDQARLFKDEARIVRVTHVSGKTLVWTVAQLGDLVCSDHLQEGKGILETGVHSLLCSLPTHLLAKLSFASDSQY
#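 Displacement of a biotinylated histone H3(1-15) peptide monomethylated at Lys9 (75 nM) from L3MBTL1 (50 nM) was measured by AlphaScreen after a 30 min room-temperature compound incubation; cefsulodin titration served as intraplate control.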
# TexasRed fluor = Total Fluorescence Counterscreen for Inhibitors of the Interaction of Thyroid Hormone Receptor and Steroid Receptor Coregulator 2 | TRb/SRC2 Texas Red total fluorescence interference | AID 1479, 2009 | Potency, µM (titrated, usually from 106 µM), inactives show at the top dose fluorescence change, negative = quenching | hit rate 0.29% among 280,000; active = well fitted curve in either direction with a large enough effect; inconclusive = small, poorly fitted or top-dose-only effect; note: % is set by controls: 0 for no effect and ±100 for the full control effect
#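 Human TRb ligand-binding domain at 0.6 uM with 20 nM Texas Red SRC2 peptide in Tris buffer containing 1 uM T3 and 5% DMSO, incubated with compound 5 h at ambient temperature. Total fluorescence (555/632 nm) calculated as parallel + 2 × perpendicular.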
# Tau fluor counter = Counterscreen qHTS for Inhibitors of Tau Fibril Formation, Fluorescence Polarization. hit rate 0.93% among 280,000. Potency, µM (series often up to 57.7 µM), inactives show at the top dose activity change, negative = decrease. AID 1463, 2008. tau K18 P301L Alexa594 fluorescence, heparin fibrillization; note: % is set by controls: 0 for no effect and ±100 for the full control effect; nearly all actives have a fitted effect of over 55% in size
#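 Human K18 P301L tau (15 uM unlabeled plus 0.24 uM Alexa 594-labeled, final) in 100 mM sodium acetate pH 7 was mixed with compound and 20 uM heparin and incubated 6 hr at 37 C.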
# TRb SRC2 PPI = qHTS for Inhibitors of the Interaction of Thyroid Hormone Receptor and Steroid Receptor Coregulator 2; TRbeta-SRC2 peptide binding, fluorescence polarization; receptor liganded with 1 µM T3; hit rate 0.065% among 280,000; Potency, µM (titrated, usually from 106 µM), for inactives: at the top dose activity change, negative = inhibition, most hits filed as inhibitors; AID 1469, 2008;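 note: plate controls were bound peptide for no effect and peptide without receptor for full effect; nearly all actives have a fitted effect of over 50% in size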
#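 Human TRb LBD (0.6 uM) plus Texas Red-labeled SRC2 peptide (20 nM), 1uM T3, 5% DMSO, 5 hr at ambient temperature. Decreased polarization (555/632 nm) flags inhibition; data normalized to free and bound peptide controls.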
# Tau fibril FP = qHTS for Inhibitors of Tau Fibril Formation, Fluorescence Polarization; K18 P301L tau heparin fibrillization, Alexa594 FP, 6 h; Potency, µM (series often up to 57.7 µM), for inactives: at the highest dose activity, negative = inhibition, most hits filed as inhibitors; Microtubule-associated protein tau (Homo sapiens), P10636; hit rate 0.39% among 280,000; AID 1468, 2008; note: % is set by controls: 0 for no effect and ±100 for the full control effect; nearly all actives have a fitted effect of over 55% in size
# Target sequence (P10636 561-689 P618L limits assumed): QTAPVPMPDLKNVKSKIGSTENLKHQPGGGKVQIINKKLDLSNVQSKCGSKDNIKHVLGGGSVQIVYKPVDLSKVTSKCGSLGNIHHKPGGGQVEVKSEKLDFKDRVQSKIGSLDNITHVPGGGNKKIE
#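 FP of Alexa 594-tau after heparin (20 uM) induction. Substrate: human K18 P301L, 15 uM unlabeled, 0.24 uM labeled. Buffer 100 mM sodium acetate pH 7. 6 hr, 37 C.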
# HTT cytoprotect = qHTS Multiplex Assay to Identify Dual Action Probes in a Cell Model of Huntington: Cytoprotection (ATP). PC12 HTT-Q103 induced, cytoprotection, ATP luminescence, 40 h. Potency, µM (highest dose often 56.4 µM), inactives show cytoprotection (ATP increase), most hits filed as activators. AID 1471, 2008. hit rate 0.14% among 230,000;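 note: % of control where 0% means no effect; nearly all actives have a fitted effect of over 45% in size; toxic huntingtin expression switched on by the ecdysone agonist tebufenozide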
#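 Huntington model: PC12 line, ecdysone-inducible HTTQ103 exon1–GFP, tebufenozide 100 nM. Test articles in a dose series. Endpoint luminescence from cellular ATP.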
# Tau fibril ThT = qHTS for Inhibitors of Tau Fibril Formation, Thioflavin T Binding. recombinant tau K18 P301L (four-repeat tau fragment), heparin-induced fibrillization, ThT fluorescence. AID 1460, 2008. hit rate 2.1% among 270,000. Potency, µM (titrated, usually from 57.4 µM), for the others: at the top dose activity, negative = inhibition, hits mostly inhibitors; note: % is set by controls: 0 for no effect and ±100 for the full control effect; nearly all actives have a fitted effect of over 55% in size
#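 Tau K18 P301L fragment (15 uM unlabeled plus 0.24 uM Alexa 594-labeled) in 100 mM sodium acetate pH 7 with compound, fibrillization induced by 20 uM heparin for 6 hr at 37 C. Thioflavin T (30 uM) added, fluorescence read after 1 hr (ex 450, em 510 nm).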
# RECQ1 helicase = qHTS Assay for Inhibitors of RecQ-Like Dna Helicase 1 (RECQ1). RECQ1 DNA unwinding, red fluorescence kinetic read. Potency, µM (highest dose often 57.3 µM), for inactives: at the top dose activity, negative = inhibition, most hits filed as inhibitors. hit rate 0.54% among 240,000;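 note: plate controls were vehicle for no effect and no enzyme for full effect; nearly all actives have a fitted effect of over 30% in size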
#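 RECQ1T1 50 nM; forked duplex (20 bp + 30-nt ss tails) 200 nM, ATP 2 mM final; pH 8.0, 2 mM MgCl2, 2.5 ug/ml poly(dI-dC); 15 min compound preincubation; discontinuous kinetic read over 2 h at RT.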
# Starred values were filed as active, the others as inactive; i = inactive; ? = inconclusive; / = no result given; & = joins results of further samples; [ ] = remark or other dose. Unless noted, calls come from the whole dose curve; as a rule, active = well fitted curve in the direction sought with a large enough effect; inconclusive = small, poorly fitted or top-dose-only effect, or another doubt; inactive = no such curve, though single readings can be large; an effect the other way counts as inactive or inconclusive. Potency is the fitted concentration of half-maximal effect. This is a subset; the hit share may differ from the screen's.
# Second line of a record – TexasRed fluor	Tau fluor counter	Tau fibril FP	L3MBTL1 block	RECQ1 helicase	TRb SRC2 PPI	Tau fibril ThT	HTT cytoprotect
- CCCCC/C=C\C/C=C\C/C=C\C/C=C\CCCC(=O)NC1CC1
 : -2.1%	-7.5%	0.9%	/	i	-14.9%	?	-15.8%
- CC(=O)Nc1ccccc1OC(=O)N(C)C
 : -0.4%	0.7%	-3.4%	0.6%	0.9%	-18.9%	-4.8%	-4.6%[10 µM]
- O=C1C(=O)c2cccc3cccc1c23
 : 0.5%	-1.1%	10.0%	-5.7%	-6.4%	8.6%	0.2%	/
- CCC(CC)N1CCN(C(=O)Cc2ccccc2)CC1
 : -1.4%	-5.6%	-3.3%	1.4%	i	-7.0%	-6.1%	6.9%[10 µM]
- CCn1ccnc1CN1CCCC(C(=O)c2cccc(C(F)(F)F)c2)C1 (configuration not stated)
 : 0.1%	-1.5%	-6.7%	-12.9%	i	5.2%	-3.5%	-21.4%
- COc1ccc(-c2[nH]ncc2CNC(C)Cc2cccc(C)n2)cc1F (configuration not stated)
 : -4.7%	0.3%	0.3%	11.4%	i	-2.7%	-3.9%	-17.5%
- CCOc1cc(/C=C2/NC(=O)N(CC(=O)Nc3cccc(C)c3)C2=O)ccc1O
 : -4.0%	?	9.8%	-0.8%	-4.4%	-13.9%	5.3%	2.4%[10 µM]
- O=C(Nc1ccc(OC(F)(F)F)cc1)C1CCN(S(=O)(=O)c2cccs2)CC1
 : ?	-18.3%	?	/	/	3.8%	-6.7%	/
- C[C@H]1CCCC=CC2C[C@H](O)C[C@@H]2[C@H](O)/C=C\C(=O)O1 (some centres not stated)
 : -1.3%	-7.1%	-8.9%	/	4.8%	-1.9%	-3.0%	-64.8%[inhibitor]
- CC1(C)CC(CCNCc2ccc3c(c2)OCO3)(Cc2ccccc2)CCO1 (configuration not stated)
 : 0.1%	-4.7%	8.5%	?	31.1%[activator]	3.7%	-3.4%	19.8%[10 µM]
- CNC(=O)OCCc1nccn1C
 : -1.0%	8.9%	-2.6%	3.1%	0.1%	3.4%	5.2%	30.7%[10 µM]
- O=C(C1CC(=O)N(C2CCCCC2)C1)N1CCC2(CC1)OCCO2 (configuration not stated)
 : -4.0%	1.5%	3.7%	-2.2%	i	4.9%	6.7%	-37.1%
- COc1c(C)cc(C(=O)C2CCCN(C3CCOCC3)C2)cc1C (configuration not stated)
 : -3.6%	-2.4%	-5.6%	-6.0%	2.4%	-7.3%	-17.3%	-38.3%
- OC(C#CCN1CCOCC1)(c1ccccc1)C1CCCC1 (configuration not stated)
 : 2.8%	-5.2%	-8.1%	7.4%	-10.7%	3.8%	-9.0%	7.1%[1.9 µM]
- CC(=O)[C@@]1(O)CC[C@H]2[C@@H]3C[C@H](C)C4=CC(=O)CC[C@]4(C)[C@H]3CC[C@@]21C
 : -4.4%&2.3%	-8.2%&-7.0%	13.5%&-0.8%	-0.2%	4.5%&-13.8%	-1.4%&4.9%	?	-43.9%[inhibitor]
- CC(=O)OC1CC(OC(C)=O)[C@]2(C)C(CC(OC(C)=O)[C@]3(C)C2CC[C@@]2(C)C(c4ccoc4)C[C@H]4O[C@]432)C1(C)C (some centres not stated)
 : -2.8%	-12.6%	-7.4%	/	3.0%	-7.0%	-1.5%	-75.1%[inhibitor]
- CNC(=O)Oc1cccc(-c2cn3cc(Cl)ccc3n2)c1
 : -2.1%	-0.2%	-3.3%	2.4%	0.7%	0.4%	-10.3%	/
- COC(=O)c1ccccc1NC(=O)c1cc(-c2ccccc2O)no1
 : ?	?	3.1%	/	/	-5.7%	-18.8%	/
- COc1ccc(C(=O)C2CN(C)CC2c2ccc(Cl)cc2)cc1 (configuration not stated)
 : -5.5%	-2.3%	-1.3%	?	15.5%	4.4%	-7.2%	-70.9%[inhibitor]
- CCCC1(CCC)C(=O)NC(=Nc2ccc(C)cc2)NC1=O
 : -0.6%	-3.3%	-4.3%	-1.3%	i	-0.1%	0.1%	12.3%[10 µM]
- CC1=C(C(=O)O)N2C(=O)C(NC(=O)CCCC(=O)O)C2SC1 (configuration not stated)
 : -2.8%	15.8%	9.2%	10.0%	i	-2.7%	10.4%	31.2%[10 µM]
- COc1cccc(C2CC3C(=O)C=CC2N3Cc2ccccc2)c1 (configuration not stated)
 : 4.2%	-1.3%	2.3%	11.0%	i	2.8%	?	18.6%[10 µM]
- [O-][Cl+]O
 : -1.1%	/	/	/	-0.4%	-5.9%	/	2.6%
- C=CCN1C(=O)/C(=C/c2cc(C)n(-c3cccnc3)c2C)C(=O)NC1=S
 : -0.8%	-19.1%	?	-19.7%	-1.4%	-2.4%	22.4µM*	-7.0%[10 µM]
- CCOc1ccccc1NC(=O)c1cccn(Cc2ccccc2C)c1=O
 : -0.7%	-19.0%	-14.1%	/	/	3.2%	0.3%	/
- CCNC(=O)NC(=O)C(C)OC(=O)c1c(C)nn(Cc2ccccc2)c1Cl (configuration not stated)
 : -1.1%	-8.0%	-7.6%	-3.7%	1.5%	1.7%	-2.6%	10.8%[1.9 µM]
- N#Cc1cc2c(nc1SCC(=O)Nc1ccc(Cl)cc1)C1CCN2CC1
 : 0.5%	-0.7%	5.6%	2.4%	-0.6%	-0.4%	-10.2%	-23.5%
- COC(=O)CSC1=NN1c1cc(C)nc(N)n1
 : 0.2%	2.7%	0.2%	6.1%	-9.8%	8.0%	-1.0%	19.3%[10 µM]
- CCOc1ccc(CC(=O)NCCc2csc3nc(-c4ccccc4F)nn23)cc1
 : ?	-6.7%	3.6%	/	/	-15.6%	-7.7%	/
- Cc1cc(/C=C2/C(=O)NC(=O)N(Cc3ccco3)C2=O)c(C)n1-c1ccccc1O
 : -3.5%	?	-13.9%	-14.8%	-1.2%	-4.9%	?	-9.8%[10 µM]
- O=C(COc1ccccc1)N1CCN(CCN2C(=O)c3cccc4cccc(c34)C2=O)CC1
 : -0.7%	-10.3%	6.7%	/	-1.7%	-2.8%	-7.3%	-27.6%
- CC[C@H](C)[C@H](NC(=O)[C@H](CCCN=C(N)N)NC(=O)[C@H](CCCN=C(N)N)NC(=O)[C@H](CC(C)C)NC(=O)[C@H](Cc1ccccc1)NC(=O)CNC(=O)CNC(=O)[C@@H](N)Cc1ccc(O)cc1)C(=O)N[C@@H](CCCN=C(N)N)C(=O)N1CCC[C@H]1C(=O)N[C@@H](CCCCN)C(=O)N[C@@H](CC(C)C)C(=O)N[C@@H](CCCCN)C(=O)O
 : -1.3%&-1.7%	-3.1%	1.4%	/	9.8%	1.0%&7.0%	-0.4%	-34.8%[inhibitor]
- C[C@]12CCC3C(CC[C@H]4C[C@H](O)CC[C@]34C)[C@@H]1CC[C@@H]2C(=O)CO (some centres not stated)
 : 2.1%	-19.6%	14.3%	/	i	-3.5%	?	-32.2%
- CC(C)CN(CC(C)C)c1ccc(C=C2C(=O)NC(=S)NC2=O)cc1[N+](=O)[O-]
 : -1.2%	?	?	?	-25.1%	-3.5%	25.1µM*	-13.6%
- CCCCOP(=O)(CN1CCOCC1)OCCCC
 : -3.9%	4.8%	5.1%	2.8%	-10.6%	-0.3%	-3.0%	19.5%
- CC(C)n1cc(C(=O)N(CC(=O)NC2CCCC2)Cc2ccccc2)cn1
 : 1.1%	5.0%	0.7%	3.2%	i	-1.4%	8.8%	-17.8%[10 µM]
- CN(C)C1(c2nnnn2CCOC(=O)Nc2ccc(Cl)cc2)CCCCC1
 : -0.6%	-16.0%	5.6%	-2.8%	i	-2.1%	-8.8%	-3.7%
- C=CCn1c(O)c(C(CC)=Nc2ccc(N(C)C)cc2)c(=O)[nH]c1=O
 : ?	?	?	?	-23.5%	/	?	21.1%[10 µM]
- O=C1NC(=O)C(=Cc2coc3ccccc3c2=O)C(=O)N1
 : -0.1%	-18.5%	?	/	10.2%	-5.1%	?	11.3%
- COc1ccc(/C=C2/C(=O)NC(=O)N(Cc3ccco3)C2=O)cc1
 : -0.5%	3.8%	2.6%	8.91µM*	-15.1%	-1.9%	3.6%	-5.9%[10 µM]

# Screens deposited in PubChem BioAssay by National Center for Advancing Translational Sciences (NCATS).
